# IMP-1 inhibitor = inhibitors of Pseudomonas aeruginosa IMP-1 metallo-beta-lactamase | purified IMP-1, nitrocefin hydrolysis, epi-absorbance fluorescence | inhibition, % at 5.6 µM | hit rate 0.45% among 290,000 | AID 1556;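 active = inhibition above the mean plus 3 SD of all compounds in the same screening run, cut at about 4.5% in these data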;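 note: 0% = IMP-1 with DMSO and 100% = DMSO wells lacking enzyme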
#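 Assay system: purified recombinant IMP-1 beta-lactamase. Input: IMP-1 0.2 nM before substrate addition. Buffer or medium: Zinc- and detergent-supplemented HEPES buffer, pH 7.1. Schedule: 25 °C, 15 min preincubation, 25 min reaction. Signal: Epi-absorbance fluorescence, 480 nm excitation, 530 nm emission. Evaluation: percent inhibition from optical density relative to buffer-blank wells.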
# NS3 helicase inh = blocks Hepatitis C virus NS3 helicase unwinding. inhibition, % at 10.9 µM. hit rate 0.56% among 290,000. NS3 helicase DNA unwinding, Cy5 molecular beacon fluorescence;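 active = inhibition above the mean of all tested compounds plus 3 SD, set per campaign, cut at about 35% in these data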;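 note: 0% = DMSO wells and 100% = thioflavine S control wells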
#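 System: NS3 helicase fragment of HCV / Schedule: 1 h at 25 °C / Control set: DMSO alone as 0% and 110 µM thioflavine S as 100% / Reagent: Cy5/quencher beacon DNA duplex and ATP to start / Technique: Cy5 fluorescence / Replication: singlicate / Evaluation: % inhibition of end-to-start signal ratio versus controls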
# FID counter = counter-screen for HCV NS3 helicase inhibitors: DNA intercalator displacement; DNA fluorescent intercalator displacement, fluorescence; inhibition, % at 7.9 µM; hit rate 0.17% among 290,000; AID 1845; in the data active = inhibition above about 37%;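 note: 0% = vehicle and 100% = reference compound; higher means more ethidium bromide displaced from hairpin DNA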
# MEKK2 mut-MEK5 = signal of MEK5 binding to mutant human MEKK2 PB1 domain | percent response, % at 10 µM | hit rate 0.35% among 290,000 | bead flow cytometry, Alexa488-MEK5 binding to MEKK2 mutant; in the data active = percent response above about 24%, passing the limit was not always enough; note: inactives centre near 1; some results filed as inactive read as strong as hits
# M18AAP inhibitor = PfM18AAP enzyme inhibition | recombinant PfM18AAP, H-Glu-NHMec fluorogenic cleavage | inhibition, % at 7.35 µM | hit rate 1.2% among 290,000;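 active = inhibition above the campaign mean inhibition over all tested compounds plus 3 SD, cut at about 28% in these data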;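 note: 0% = plate median of test compound wells and 100% = 2 mM ZnCl2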
# MEKK2 WT-MEK5 = raises or lowers MEK5 binding to wildtype human MEKK2 PB1 domain; hit rate 1.1% among 290,000; Q9Y2U5; bead flow cytometry, Alexa488-MEK5 binding to MEKK2 WT; actives lie on both sides; binding response (% of control), % at 10 µM; in the data active = binding response below about 67% or above about 130%
# VIM-2 inh = blocks Pseudomonas aeruginosa VIM-2 metallo-beta-lactamase. hit rate 0.89% among 290,000. AID 1527. inhibition, % at 5.6 µM. purified VIM-2, nitrocefin hydrolysis, epi-absorbance fluorescence;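 active = inhibition above the mean of all tested compounds plus 3 SD, cutoff set per screening run, cut at about 7.5% in these data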;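 note: red hydrolysis product quenches plate fluorescence so inhibitors raise well fluorescence; 0% = enzyme with DMSO and 100% = DMSO without enzyme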
# SUMO HTRF inh = inhibitors of human SUMOylation (UBC9) | P63279 | HTRF SUMOylation assay, SAE1/SAE2 + UBC9, in vitro | inhibition, % at 35 µM | hit rate 0.36% among 290,000 | AID 2006; in the data active = inhibition above about 50%, passing the limit was not always enough; note: strong numbers were not always called active
# Target sequence (P63279 whole entry, looked up): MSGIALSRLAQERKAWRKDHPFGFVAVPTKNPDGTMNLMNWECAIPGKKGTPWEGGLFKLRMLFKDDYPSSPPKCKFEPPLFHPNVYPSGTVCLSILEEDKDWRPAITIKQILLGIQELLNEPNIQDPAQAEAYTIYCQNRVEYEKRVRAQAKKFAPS
# NALP1 inh = inhibitors of NALP1 inflammasome in yeast. S. cerevisiae NALP1/ASC/caspase-1 growth, X-gal OD620, 72 h. inhibition, % at 10 µM. hit rate 0.61% among 280,000. AID 2071; in the data active = inhibition mostly above about 24%, no sharp cut-off; inactive = mostly below about 32%; note: some compounds called inactive have numbers as strong as hits
# Starred values were filed as active, the others as inactive; . = no result given.
SMILES,IMP-1 inhibitor,NS3 helicase inh,FID counter,MEKK2 mut-MEK5,M18AAP inhibitor,MEKK2 WT-MEK5,VIM-2 inh,SUMO HTRF inh,NALP1 inh
Cc1nc(C(=O)N(C)C)nn1-c1cc(Cl)cc(Cl)c1,-2.8,-3,0,-5,-4,97,-1.6,12,-4
CC(C)N(Cc1nccn1C)C(=O)c1ccc2oc(Cc3ccccc3)nc2c1,-2.2,-6,-11,6,1,105,-2.9,10,1
COC(=O)C1=C(C)NC(=O)NC1c1ccc(OCC(=O)N2CCCCC2)cc1 (centres undefined),-3.8,5,-15,4,-12,100,-5.4,1,17
CC(C)Cc1cc(C(=O)NCCc2ccccc2)no1,-0.3,2,-7,13,-2,110,0.3,-27,10
CN(C)S(=O)(=O)c1ccc(NC(=O)c2ccc(Br)o2)cc1,-5.1,7,-1,0,-5,97,-3.3,17,12
COC(=O)c1ccc(NC(=O)CCN2CCN(CCC(=O)Nc3ccc(C(=O)OC)cc3)CC2)cc1,-2.0,-3,4,1,-1,105,-3.9,11,-6
Nc1[nH]c(=O)[nH]c(=O)c1N=Nc1ccccc1Cl,-3.3,5,4,10,5,102,2.7,.,-10
N#CC1=C(N)n2c(s/c(=C\c3ccco3)c2=O)=C(C#N)C1c1ccco1 (centres undefined),-2.2,24,5,-4,8,101,-1.7,40,.
O=C(c1ccco1)N1CCN(Cc2nnnn2CCc2ccccc2)CC1,-3.1,-1,-15,1,-17,94,-0.8,-1,-5
O=[N+]([O-])c1ccc(S(=O)(=O)N(CCCN2CCOCC2)Cc2cccs2)cc1,-2.8,-3,20,7,3,103,-4.0,1,45
CCn1c(SCC(=O)Nc2ccccc2Cl)nnc1C1CC1,-0.7,4,-6,6,-4,110,-2.8,1,15
Cc1ccc(CNC(=O)Cn2ncn3cccc3c2=O)cc1,-4.9,4,-7,3,3,101,-3.8,7,18
CCCCC(CCC(=O)O)(C(=O)OCC)c1csc(Nc2ccc(C)cc2)n1 (centres undefined),-1.3,28,-31,-13,1,85,0.4,17,0
O=C(Nc1nccs1)C1CC=CCC1 (centres undefined),-2.5,9,-3,6,1,102,-4.2,6,12
Cn1cnnc1SCc1ccc(C(=O)N/N=C(\CCC(=O)O)c2ccc(C(C)(C)C)cc2)cc1,-2.4,2,-10,-1,2,104,-1.6,1,30
C=CCN1C(=O)C2(OCCCO2)c2cc(C)ccc21,-2.7,3,2,4,-2,106,-2.3,-3,-11
O=C(Nc1cccc(Cl)c1)NC1CCS(=O)(=O)C1 (centres undefined),-2.4,3,1,-2,3,100,-2.1,-14,27
Cc1ccc(SCc2cn3ccccc3n2)cc1,-4.2,-13,-6,12,2,102,-4.2,9,-10
CCCc1nnc(NC(=O)C2CC(=O)N(CCc3ccc(F)cc3)C2)s1 (centres undefined),-4.0,4,-30,-1,-1,98,-0.9,-16,9
O=C(Nc1nc2ccccc2s1)c1c(F)cccc1Cl,-2.3,-1,-3,6,3,103,-2.1,4,6
CCc1nnc2sc(-c3ccc(NC(=O)c4ccc5c(c4)OCCO5)cc3)nn12,-5.2,-1,-8,-4,-3,98,-3.4,25,8
CCCCn1nc(C(=O)O)ccc1=O,-3.1,0,6,-2,-2,95,-1.6,13,-9
Cc1ccccc1Nc1nc(N)nc(CSc2nc3ccccc3s2)n1,-3.2,-37,-30,-2,5,89,-2.9,-10,38
CCCCc1ccc(NS(=O)(=O)c2c(C)n(C)c(=O)n(C)c2=O)cc1,-2.4,3,-36,-4,-7,92,0.0,11,-11
O=C(O)CN1CCCC1=Nc1ccccc1,4.8*,16,9,-4,6,93,2.5,-2,6
COc1ccc(CCNC(=O)COc2ccc(C)nc2[N+](=O)[O-])cc1OC,1.2,-2,-9,-3,-6,96,1.7,-8,4
CCOC(=O)c1c(CSc2ccccc2)n(C)c2ccc(O)c(CN3CCN(C)CC3)c12,-0.1,-61,11,22,1,130,0.0,13,14
CC(C)COP(=O)(c1ccc(N(C)C)cc1)C(O)c1ccc(Br)cc1 (centres undefined),-0.1,14,-44,-4,-6,98,0.2,17,15
Cc1nn(C)c(C)c1NC(=O)c1ccnn1C,-2.5,1,1,6,-7,109,-3.0,27,-2
CN(C)C(=O)Cn1cc(S(=O)(=O)Cc2ccccc2)c2ccccc21,-4.8,4,-13,7,-1,105,-0.3,-7,-8
Cc1noc(C)c1NC(=O)NCCN1CCN(Cc2ccccc2)CC1,-2.8,6,0,-25,-14,84,-1.0,10,27
CC(C)(C)NS(=O)(=O)c1ccc(CCC(=O)NCc2cccnc2)cc1,-2.8,12,2,0,-12,103,3.3,-7,-1
O=C(N/N=C/c1ccco1)c1ccc(N2CCCC2=O)cc1,-1.5,7,-7,7,-3,104,-3.7,7,26
Cc1ccc(CNC(=O)C2CC(c3ccc([N+](=O)[O-])cc3)=NO2)cc1 (centres undefined),-2.9,-4,6,0,5,101,-1.3,13,12
CC1=NN(c2nc(-c3ccc(F)cc3)cs2)C(=O)C1,-3.7,15,-8,4,10,104,-4.9,-7,-14
O=C(Cn1nc(-c2ccc3c(c2)OCCO3)ccc1=O)Nc1cccc(NC(=O)c2ccccn2)c1,-2.9,0,3,-1,-2,95,0.6,7,-6

# A stretch from further up, for reference:
SMILES,IMP-1 inhibitor,NS3 helicase inh,FID counter,MEKK2 mut-MEK5,M18AAP inhibitor,MEKK2 WT-MEK5,VIM-2 inh,SUMO HTRF inh,NALP1 inh
O=C(O)CN1CCCC1=Nc1ccccc1,4.8*,16,9,-4,6,93,2.5,-2,6
COc1ccc(CCNC(=O)COc2ccc(C)nc2[N+](=O)[O-])cc1OC,1.2,-2,-9,-3,-6,96,1.7,-8,4
CCOC(=O)c1c(CSc2ccccc2)n(C)c2ccc(O)c(CN3CCN(C)CC3)c12,-0.1,-61,11,22,1,130,0.0,13,14
CC(C)COP(=O)(c1ccc(N(C)C)cc1)C(O)c1ccc(Br)cc1 (centres undefined),-0.1,14,-44,-4,-6,98,0.2,17,15
Cc1nn(C)c(C)c1NC(=O)c1ccnn1C,-2.5,1,1,6,-7,109,-3.0,27,-2
CN(C)C(=O)Cn1cc(S(=O)(=O)Cc2ccccc2)c2ccccc21,-4.8,4,-13,7,-1,105,-0.3,-7,-8
Cc1noc(C)c1NC(=O)NCCN1CCN(Cc2ccccc2)CC1,-2.8,6,0,-25,-14,84,-1.0,10,27
CC(C)(C)NS(=O)(=O)c1ccc(CCC(=O)NCc2cccnc2)cc1,-2.8,12,2,0,-12,103,3.3,-7,-1
O=C(N/N=C/c1ccco1)c1ccc(N2CCCC2=O)cc1,-1.5,7,-7,7,-3,104,-3.7,7,26
Cc1ccc(CNC(=O)C2CC(c3ccc([N+](=O)[O-])cc3)=NO2)cc1 (centres undefined),-2.9,-4,6,0,5,101,-1.3,13,12
CC1=NN(c2nc(-c3ccc(F)cc3)cs2)C(=O)C1,-3.7,15,-8,4,10,104,-4.9,-7,-14

# Next compounds follow.
SMILES,IMP-1 inhibitor,NS3 helicase inh,FID counter,MEKK2 mut-MEK5,M18AAP inhibitor,MEKK2 WT-MEK5,VIM-2 inh,SUMO HTRF inh,NALP1 inh
O=C(CCCCCNC(=O)N1CCn2c1nc1ccccc12)NCc1ccc(F)cc1,0.2,-6,-47,0,-11,100,-1.4,14,6
CCCN1CCN(c2ncnc3scc(C4COc5ccccc5O4)c23)CC1 (centres undefined),-4.0,-2,0,4,0,99,-2.2,18,9
COc1ccc(CNC(=S)Nc2ccc(F)c(Cl)c2)cc1,-0.6,-13,3,-5,2,101,-1.4,-22,-14
O=c1[nH]cnc2c1N1CCC2CC1,-1.4,-2,-1,4,-5,101,-1.8,20,4
Cc1c(Cl)c([N+](=O)[O-])nn1CC(=O)Nc1ccc2c(c1)OCO2,-1.8,3,7,-1,-12,100,-1.9,-3,12
COc1cc(CC(=O)NCc2ccco2)cc(OC)c1OC,-0.5,-2,-1,0,2,100,-1.6,17,-18
CCCc1cnc(NCCNCC(O)COc2ccc(Cl)c(Cl)c2)nc1 (centres undefined),-2.5,-43,40*,31,4,144*,-1.6,-34,-2
CCCCn1ccc(O)c(Cc2ccc(F)cc2)c1=O,-1.1,3,0,-8,3,101,-2.3,2,29
COc1ccc(Oc2cc(F)nc(N)n2)cc1,-2.0,-1,-2,4,3,101,-4.0,-13,-10
O=C(/C=C/c1ccc(F)cc1)NCCCn1ccnc1,-1.4,16,-3,6,-4,112,1.2,8,24
O=C(CSc1nc2cc(Cl)ccc2s1)NCc1ccc2c(c1)OCO2,0.6,-2,-9,-3,6,94,1.3,-15,15
COC(=O)C(c1cc(OC)c(O)c(OC)c1)(N1CCNC(C)C1)C(F)(F)F (centres undefined),-2.1,-3,0,2,11,102,0.7,-7,16
Cc1nnc(SCC(=O)Nc2nsc(-c3ccccc3)n2)s1,-2.7,-2,-7,-6,1,95,-2.0,0,-13
CC(C)(C)c1ccc(N=C2SCC(=O)N2Cc2cccs2)cc1,-2.8,-11,-13,-3,-6,98,-4.3,0,10
CCn1nc(C)c(/C=N/NC(=O)Cn2nnnc2N)c1C,-3.7,-12,-8,0,5,100,-3.4,-5,.
C=C(c1ccccc1C)[n+]1ccccc1,-0.4,2,-1,-1,1,98,0.4,4,12
COc1ccc(C(=O)NC(C(=O)N2CCc3ccccc32)C(C)C)cc1 (centres undefined),-3.0,-4,-3,-1,1,97,-3.5,-12,21
O=C(Nc1ccc(Cl)cc1)c1cc2nc(-c3ccco3)cc(C(F)(F)F)n2n1,-2.5,30,-17,0,-1,100,-1.9,28,12
NC(=O)CSc1nc2scc(-c3ccc(Cl)cc3)c2c(=O)n1Cc1ccccc1,-3.5,-12,3,1,-3,90,-1.6,3,45
COc1ccc(N(CC(=O)O)S(C)(=O)=O)cc1OC,-7.0,-6,2,4,-1,106,-2.2,8,11
CCOc1ccc(-c2cccc(NC(=O)COc3ccccc3)c2)nn1,-3.5,4,-33,9,4,99,-4.9,-4,15
O=[N+]([O-])c1ccc(Sc2nccn2Cc2ccccc2)c([N+](=O)[O-])c1,-2.8,1,0,5,3,99,-2.5,-15,24
CCc1ccc(C(=O)CN(C#N)c2nc(C)cc(C)n2)cc1,-0.5,-1,-11,2,7,102,-1.2,6,-4
Cc1ccn2c(NCc3ccc4c(c3)OCO4)c(-c3ccc(O)cc3)nc2c1,-7.5,-3,-3,6,-13,102,-3.4,31,-8
CC(=O)c1c(OC(=O)c2ccco2)c2ccccc2n1C,-2.5,9,-15,.,3,.,2.2,-15,20

# Entries of single compounds, looked up by structure.
# Nc1[nH]c(=O)[nH]c(=O)c1N=Nc1ccccc1Cl across the screens: IMP-1 inhibitor: -3.3; NS3 helicase inh: 5; FID counter: 4; MEKK2 mut-MEK5: 10; M18AAP inhibitor: 5; MEKK2 WT-MEK5: 102; VIM-2 inh: 2.7; SUMO HTRF inh: .; NALP1 inh: -10
# O=[N+]([O-])c1ccc(S(=O)(=O)N(CCCN2CCOCC2)Cc2cccs2)cc1 across the screens: IMP-1 inhibitor: -2.8; NS3 helicase inh: -3; FID counter: 20; MEKK2 mut-MEK5: 7; M18AAP inhibitor: 3; MEKK2 WT-MEK5: 103; VIM-2 inh: -4.0; SUMO HTRF inh: 1; NALP1 inh: 45

# Screening results deposited in PubChem BioAssay by several laboratories.
